SW480 rereplic – inducers of DNA re-replication in SW480 colon cancer cells | SW480 DNA re-replication, Hoechst DNA content imaging, 48 h | Potency, µM (titrated, usually from 46.1 µM), for the others: at the highest dose re-replication activation, hits mostly activators | actives 1.8% (n = 340,000); also: potency is read from the fitted curve at half-maximal effect; % of control where 0% means no effect; nearly all actives have a fitted effect of over 55% in size
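Quantitative HTS format with DMSO vehicle controls; 48 hr drug incubation at 37 C, then 40 min Hoechst staining and scanning imager measurement at 405 nm excitation.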
HT1080-NT tox – kills 2HG-producing HT-1080-NT fibrosarcoma cells; AID 686970; HT-1080-NT fibrosarcoma viability, CellTiter-Glo ATP luminescence, 48 h; actives 1.6% (n = 360,000); Potency, µM (series often up to 46.1 µM), for inactives: top-dose activity, negative = less viability, actives largely listed as cytotoxic;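 also: NT is the 2HG producing partner of a matched IDH1 knockdown line; potency is read from the fitted curve at half-maximal effect; 0% = DMSO-treated cells and -100% = media-only wells without cells; nearly all actives have a fitted effect of over 55% in size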
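Viability of the 2HG-overproducing fibrosarcoma line after 48 hours of compound exposure at 37 degrees C was determined by luminescence with CellTiter-Glo, and concentration-effect curves were then fitted and categorized.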
IL-1B inflam inh – blocks inflammasome-driven IL-1 beta release. THP-1 LPS/ATP IL-1B secretion, AlphaLISA, 16 h; active compounds read low. activity change, % at 57.5 µM. actives 4.7% (n = 360,000). AID 743279; in the data active = activity change below about -50%; inconclusive = mostly about -30% to -49%; also: % is scaled to controls: 0 for no effect and ±100 for the full control effect
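THP-1 cells pretreated 1 hr with compounds (up to 57.5 uM final), then stimulated with LPS (250 ng/mL final) plus ATP (1.25 mM final); secreted IL-1B measured by AlphaLISA after 16 hr, decreased signal indicating inhibition.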
KB-V1 MDR tox – kills drug-selected multidrug resistant KB-V1 cells | KB-V1 MDR cells viability, CellTiter-Glo, 72 h | Potency, µM (series often up to 46.1 µM), for inactives: at the highest dose activity change, negative = cytotoxicity, usual class: cytotoxic | actives 3.4% (n = 400,000) | AID 1347076; also: potency is read from the fitted curve at half-maximal effect; % is scaled to controls: 0 for no effect and ±100 for the full control effect; nearly all actives have a fitted effect of over 60% in size
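Cells of the MDR subline KB-V1 are plated, dosed with compound at multiple concentrations, and incubated 72 h at 37 degrees C; CellTiter-Glo is then added and luminescence read after 10 min.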
HT1080 IDH1KD tx – HT-1080 IDH1 knockdown cell toxicity (counter line); HT-1080 IDH1 knockdown viability, ATP luminescence, 48 h; Potency, µM (titrated, usually from 46.1 µM), inactives show at the highest dose activity, negative = toxicity, actives largely listed as cytotoxic; actives 2% (n = 360,000); AID 686971;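 also: potency is read from the fitted curve at half-maximal effect; 0% = DMSO wells and -100% = cell-free medium wells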
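Cytotoxicity counter-line: IDH1KD HT-1080, 48 h, CellTiter-Glo. Curves classed by r2, magnitude and activity.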
WRN helicase inh – WRN helicase (human) inhibition; actives 0.46% (n = 360,000); Potency, µM (series often up to 114 µM), inactives show top-dose activity change, negative = inhibition, actives largely listed as inhibitors; Q14191; WRN helicase unwinding, fluorescent forked duplex, kinetic; AID 651768; also: potency is read from the fitted curve at half-maximal effect; % is scaled to controls: 0 for no effect and ±100 for the full control effect; nearly all actives have a fitted effect of over 55% in size
Target sequence (Q14191 whole entry, looked up): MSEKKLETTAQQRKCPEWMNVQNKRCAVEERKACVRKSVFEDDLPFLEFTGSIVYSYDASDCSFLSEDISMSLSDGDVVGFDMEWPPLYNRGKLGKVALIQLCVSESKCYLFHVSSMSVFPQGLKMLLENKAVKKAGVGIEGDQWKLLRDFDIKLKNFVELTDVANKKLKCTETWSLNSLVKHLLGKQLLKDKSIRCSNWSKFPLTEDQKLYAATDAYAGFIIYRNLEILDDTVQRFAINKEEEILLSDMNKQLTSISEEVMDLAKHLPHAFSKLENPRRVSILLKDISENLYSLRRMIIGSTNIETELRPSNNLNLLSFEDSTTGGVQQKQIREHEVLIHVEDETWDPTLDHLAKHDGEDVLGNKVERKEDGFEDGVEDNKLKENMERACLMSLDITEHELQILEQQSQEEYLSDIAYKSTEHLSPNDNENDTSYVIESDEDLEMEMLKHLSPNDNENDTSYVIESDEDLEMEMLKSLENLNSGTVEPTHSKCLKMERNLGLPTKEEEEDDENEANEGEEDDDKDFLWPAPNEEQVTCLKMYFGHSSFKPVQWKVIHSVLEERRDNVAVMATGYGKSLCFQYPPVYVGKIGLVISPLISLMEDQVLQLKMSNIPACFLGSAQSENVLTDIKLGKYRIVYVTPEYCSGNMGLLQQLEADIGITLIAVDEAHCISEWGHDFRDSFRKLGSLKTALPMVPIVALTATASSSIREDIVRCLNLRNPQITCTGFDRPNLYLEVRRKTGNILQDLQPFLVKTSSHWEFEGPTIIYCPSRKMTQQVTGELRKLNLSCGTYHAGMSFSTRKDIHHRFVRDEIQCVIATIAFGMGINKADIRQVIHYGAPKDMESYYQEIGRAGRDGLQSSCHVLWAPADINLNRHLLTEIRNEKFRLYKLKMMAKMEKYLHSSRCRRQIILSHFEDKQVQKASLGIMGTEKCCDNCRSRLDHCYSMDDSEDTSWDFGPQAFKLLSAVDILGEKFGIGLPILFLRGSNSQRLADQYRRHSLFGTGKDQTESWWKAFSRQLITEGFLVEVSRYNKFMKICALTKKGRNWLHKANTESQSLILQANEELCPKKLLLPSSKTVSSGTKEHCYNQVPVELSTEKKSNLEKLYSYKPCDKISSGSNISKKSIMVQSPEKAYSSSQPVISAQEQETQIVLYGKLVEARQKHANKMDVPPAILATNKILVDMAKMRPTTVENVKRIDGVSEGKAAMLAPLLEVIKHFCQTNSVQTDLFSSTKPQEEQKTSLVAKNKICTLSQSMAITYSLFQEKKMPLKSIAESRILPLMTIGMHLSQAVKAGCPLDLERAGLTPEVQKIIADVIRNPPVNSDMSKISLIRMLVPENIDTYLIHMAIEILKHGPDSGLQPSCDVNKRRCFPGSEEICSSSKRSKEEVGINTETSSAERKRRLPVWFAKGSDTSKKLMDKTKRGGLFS
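WRN at 20 nM final was preincubated with compound for 15 min at room temperature; reaction started with 100 nM forked duplex oligonucleotide carrying fluorophore and quencher plus 2 mM ATP (final). Unwinding followed kinetically by red fluorescence (ex 525/em 598 nm).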
ATXN2 expr inh – reduces ATXN2 reporter expression in HEK-293 cells | HEK-293 ATXN2-luciferase reporter, luminescence, 24 h | Potency, µM (highest dose often 57 µM), for the others: top-dose activity change, negative = inhibition, most hits filed as inhibitors | actives 0.72% (n = 360,000) | AID 1745845; also: potency is read from the fitted curve at half-maximal effect; % is scaled to controls: 0 for no effect and ±100 for the full control effect; nearly all actives have a fitted effect of over 55% in size
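ATXN2-luciferase reporter cells (luciferase flanked by upstream and downstream ATXN2 gene portions) were treated 24 h at 37 °C with compounds at up to 57 uM. SteadyGlo luminescence gave expression; GF-AFC fluorescence gave viability.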
KB-3-1 tox – kills parental KB-3-1 adenocarcinoma cells. KB-3-1 viability, CellTiter-Glo ATP luminescence, 72 h. Potency, µM (series often up to 46.1 µM), without a hit: at the highest dose activity change, negative = cytotoxic, actives largely listed as cytotoxic. actives 1.4% (n = 400,000); also: potency is read from the fitted curve at half-maximal effect; % is scaled to controls: 0 for no effect and ±100 for the full control effect; nearly all actives have a fitted effect of over 60% in size
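Parental KB-3-1 adenocarcinoma cells in phenol-red-free DMEM with 10% FBS were pin-treated with compounds at several concentrations, incubated 72 h at 37 °C, and viability read by CellTiter-Glo luminescence; concentration-effect curves were fitted after normalization.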
MCF10A rereplic – DNA re-replication induction in MCF 10a cells. MCF 10A DNA re-replication, Hoechst nuclear intensity, 48 h. Potency, µM (highest dose often 46.1 µM), for the others: at the top dose activity, positive = re-replication, actives largely listed as activators. actives 2.9% (n = 350,000). AID 624296; also: potency is read from the fitted curve at half-maximal effect; % of control where 0% means no effect; nearly all actives have a fitted effect of over 50% in size
Starred values were filed as active, the others as inactive; ? = inconclusive; . = no result given; [ ] = dose if it differs, or a comment. Unless noted, calls follow the shape of the dose curve; as a rule, active = well fitted curve in the direction sought with a large enough effect; inconclusive = small, poorly fitted or top-dose-only effect, or another doubt; inactive = no such curve, though single readings can be large; an effect the other way counts as inactive or inconclusive.

SMILES | SW480 rereplic | HT1080-NT tox | IL-1B inflam inh | KB-V1 MDR tox | HT1080 IDH1KD tx | WRN helicase inh | ATXN2 expr inh | KB-3-1 tox | MCF10A rereplic
O=C1CCC(C(=O)N2CCOCC2)CN1Cc1ccc(Cl)cc1 (centres undefined) | 0% | 18% | 0 | ? | 15% | 12% | -16% | 11% | -3%
C#CCOCCOCCOCCNc1nc(N2CCN(C(=O)[C@H](CCCN=C(N)N)n3cc(C(N)[C@H](C)CC)nn3)CC2)nc(N2CCN(C(=O)[C@H](CCCN=C(N)N)n3cc(C(N)[C@@H](C)CC)nn3)CC2)n1 (some centres undefined) | 9% | 8% | 14 | -13% | -9% | -32% | 7% | -7% | 18%
COc1ccc(NS(=O)(=O)c2ccc(OC)c(N(C)S(=O)(=O)c3ccc(Cl)cc3)c2)cc1 | 9% | 14µM* | -83* | ? | ? | -17% | ? | -13% | 3%
COc1ccc(N(CC(=O)NC2CCCCC2)C(=O)CCCC(=O)Nc2ccccn2)c(OC)c1 | -2% | 4% | -14 | -3% | 0% | 1% | -12% | 1% | -4%
Cc1cccc(Nc2nnc(SCc3cc(=O)n4cc(C)ccc4n3)s2)c1 | 22% | -11% | -2 | -17% | -18% | -3% | -14% | 11% | -1%
CCOC(=O)CSc1nnc(CSc2nc3sc4c(c3c(=O)[nH]2)CCC4)n1-c1ccccc1 | -2% | 0% | 11 | 6% | 8% | -6% | 2% | 2% | 3%
Cc1cc(C)nc(NS(=O)(=O)c2ccc(NC(=O)COc3ccccc3F)cc2)n1 | -4% | 2% | 35 | 9% | 5% | -6% | 11% | 17% | 0%
COC(=O)[C@@]12CCCCN1[C@H](c1ccc(-c3ccc4c(c3)OCO4)c(OC)c1)[C@@H]1C(=O)N(C)C(=O)[C@@H]12 | 7% | -17% | 4 | 0% | 1% | 1% | -17% | ? | -19%
Cc1ccc(C2(CCNC(C)c3cccs3)CCOC(C(C)C)C2)cc1 (centres undefined) | ? | 16µM* | -81* | -30% | ? | -12% | -12% | -8% | 0%
N=c1n(CCO)c2ccccc2n1Cc1ccccc1Cl | 22% | -22% | -21 | 10% | -21% | 1% | -36% | -7% | ?
Cc1ccc(C(C)C)c(OCC(O)CN2CCOCC2)c1 (centres undefined) | 19% | 16% | 0 | -1% | -7% | 2% | 4% | -4% | ?
COc1ccc(NS(=O)(=O)c2cccc(C(=O)NN=Cc3ccc(O)c(OC)c3)c2)cc1 | -6% | 5% | 6 | 28% | 5% | ? | 2% | -1% | 1%
Cc1[nH]c2ccccc2c1C(=O)COC(=O)C1CC(O)CN1S(=O)(=O)c1ccc(Cl)cc1 (centres undefined) | -3% | -27% | -76* | 16% | ? | -7% | 38% | 3% | -5%
CC(=O)c1cc2c(cc1NC(=O)CSc1nnc(C)s1)OCO2 | -1% | 4% | 10 | -5% | 4% | -8% | 20% | -3% | -14%
O=C1C=C(CCc2ccccc2)CCC1 | . | -2% | 22 | 4% | 5% | 0% | . | -5% | .
CCOC(=O)CSc1nnc(-c2ccc([N+](=O)[O-])cc2)o1 | -53% | 27% | 38 | 1% | 21% | 0% | 14% | 0% | ?
CC(C)COc1ccc(S(=O)(=O)NNC(=O)c2cc3ccccc3o2)cc1 | -1% | 8% | -7 | 5% | 5% | -7% | -8% | 2% | 17%
Cn1c(CCC(=O)O)nc2cc(S(=O)(=O)N3CCCC3)ccc21 | -4% | -5% | -1 | 7% | 1% | -9% | 6% | -1% | 12%
COC(=O)C[C@@H]1C[C@H]2c3cc(NC(=O)Nc4ccccc4F)ccc3O[C@H]2[C@H](CO)O1 | . | -8% | -14 | -21% | -14% | 5% | 125%[activator] | ? | .
COc1c(Cl)cnn(-c2ccc(C)cc2)c1=O | ? | 11% | -25 | -1% | -23% | 4% | 2% | 14% | ?
Cc1ccc(C(=O)N2CCCC2)cc1S(=O)(=O)Nc1cccc(C)c1C | -5% | 10% | 3 | -12% | -8% | 5% | 11% | -7% | -8%
CCOC(=O)C1=C(C)NC(=O)NC1c1ccc(N2CCC(c3ccccc3)=N2)cc1 (centres undefined) | 23µM* | 5% | -14 | 0% | 1% | -1% | . | 1% | ?
COc1ccc(NC(=O)Cn2nc3n(c2=S)CCC3)cc1 | 0% | 11% | 24 | 0% | 8%[9.24 µM] | 0% | 0% | -24% | -1%
CC(=O)c1ccc(S(=O)(=O)NCCc2cn3ccc(C)cc3n2)cc1 | -5% | 9% | 2 | -1% | 16% | 1% | 5% | -5% | -11%
Cc1cccc(NC(=S)NC2CC3CCCC(C2)N3Cc2ccco2)c1 (centres undefined) | 17% | 0% | -16 | -4% | -3% | 5% | 10% | -6% | 12%

IL-1B inflam inh, entries above that show a hit.
| Structure | SW480 rereplic | IL-1B inflam inh | WRN helicase inh |
| --- | --- | --- | --- |
| COc1ccc(NS(=O)(=O)c2ccc(OC)c(N(C)S(=O)(=O)c3ccc(Cl)cc3)c2)cc1 | 9% | -83* | -17% |
| Cc1ccc(C2(CCNC(C)c3cccs3)CCOC(C(C)C)C2)cc1 (centres undefined) | ? | -81* | -12% |
| Cc1[nH]c2ccccc2c1C(=O)COC(=O)C1CC(O)CN1S(=O)(=O)c1ccc(Cl)cc1 (centres undefined) | -3% | -76* | -7% |

More results.
SMILES | SW480 rereplic | HT1080-NT tox | IL-1B inflam inh | KB-V1 MDR tox | HT1080 IDH1KD tx | WRN helicase inh | ATXN2 expr inh | KB-3-1 tox | MCF10A rereplic
OC(CON=C1c2ccccc2-c2ccccc21)CN1CCNCC1 (centres undefined) | 15% | 21µM* | -88* | -22% | 23µM* | -3% | ? | ? | ?
CC(C)(C)C(=O)NC1=NCCS1 | 3% | 7% | 14 | 13% | 17% | 2% | 0% | 0% | -2%
CCCNC(=O)COC(=O)c1ccccc1C(=O)c1ccc(Cl)c([N+](=O)[O-])c1 | 6.5µM* | 9.2µM* | -103* | -27% | 5.2µM* | -2% | ? | ? | ?
CC(C)c1ccccc1NC(=O)C1C2C=CC(C2)C1C(=O)O (centres undefined) | -2% | 2% | 10 | 0% | 4% | -3% | 7% | 17% | 1%
O=C(NCc1ccccc1)C1=C[C@@H](c2ccc(Br)cc2)C[C@@H](OCCCCO)O1 | ? | -15% | -9 | 0% | -10% | -7% | -10% | 13% | ?
COc1ccc(OC)c2sc(NC(=O)c3cccc(N4C(=O)CCC4=O)c3)nc12 | -17% | -4% | -18 | 15% | -13% | ? | -14% | 14% | -5%
O=C(OCC(=O)N1CCN(c2ccccc2)CC1)c1ccncc1 | 16% | 2% | -14 | -1% | 6% | -4% | 2% | -2% | ?
c1ccc2cc(-c3cc4ccccn4c3)ccc2c1 | -13% | 5% | 9 | -4% | -13% | -20% | 48%[activator] | 3% | ?
O=C(O)CC1Sc2nc3ccccc3n2C1=O (centres undefined) | -3% | 5% | 4 | ? | 8% | -4% | 3% | 1% | -7%
O=C(COC(=O)c1cc(S(=O)(=O)N2CCOCC2)ccc1F)NCCc1ccc(F)cc1 | ? | -2% | 0 | -7% | 2% | -6% | 14% | -8% | 12%
Nc1cc(=O)[nH]c(SCC(=O)Nc2ccc(S(=O)(=O)N3CCOCC3)cc2)n1 | 13% | 8% | -11 | 21% | 3% | -9% | 1% | 10% | 2%
CSc1nc2ccccc2c(=O)n1C1CCCCC1 | -4% | -7% | 29 | 14% | -7% | 7% | 3% | -4% | ?
COc1ccc(N/C=C/C(=O)c2ccc(Oc3ncccn3)cc2)cc1 | -3% | 16% | -16 | -7% | 3% | -5% | 3% | 14% | ?
Cc1cc2c(SCC(=O)Nc3ccccc3O)ncnc2s1 | -1% | 6% | -8 | 15% | 4% | 7% | 5% | 4% | -11%
COc1ccc(C(C#N)N2N=C(C)CC2(C)C)cc1 (centres undefined) | -4% | 1% | 6 | 25% | 1% | 10% | 2% | 3% | 0%
Cn1cccc1P(=O)(c1cccn1C)c1cccn1C | 16% | 4% | 15 | 23% | 0% | -8% | -14% | -3% | -13%
O=C(NCc1ccco1)Nc1ccc2nsnc2c1 | ? | ? | -75* | ? | ? | -25% | 3% | ? | ?
N#Cc1ccc(-c2nc3ccc(Br)cn3c2Cc2ccccc2)cc1 | . | -10% | -7 | 3% | -11% | -6% | 10% | 21µM* | .
Cc1ccc(C(=O)N/C(=C/c2ccc(Cl)cc2)C(=O)Nc2cccc(C(=O)O)c2)cc1 | 0% | 9% | 0 | -1% | 2% | -4% | -7% | 0% | -5%
CCOC(=O)N1CCN(C(=O)COC(=O)COc2c(C)cc(C)cc2C)CC1 | -6% | -2% | 5 | -22% | 5% | -11% | 1% | 20% | 0%
O=C(Nc1nnc(SCc2c(Cl)cccc2Cl)s1)C1CC(=O)N(c2ccc3c(c2)OCCO3)C1 (centres undefined) | -7% | 1% | 47 | 8% | 7% | -19%[57.1 µM] | 6%[11.3 µM] | 11% | 13%
O=C1CC(c2nc3ccccc3[nH]2)CN1Cc1ccccc1 (centres undefined) | -1% | 11% | -3 | -9% | 1% | 0% | 9% | 8% | 4%
Cc1ccc(SCc2ccc(C(=O)Nc3cccnc3)cc2)cc1 | -3% | -1% | 13 | 1% | 7% | -9% | 1% | -6% | 11%
CC(Oc1cccc(F)c1)c1ccnc2nc(/N=C/N(C)C)nn12 (centres undefined) | 2% | -10% | 2 | -28% | 2% | -13%[57.1 µM] | -16% | ? | 0%
Cc1cccc(S(=O)(=O)NNC(=O)c2sc(C)nc2C)c1 | -3% | 3% | 34 | -29% | 2% | -25%[57.1 µM] | -31%[11.3 µM] | -2% | -5%
